DENV2 CPE rescue: inhibitors of DENV2 cytopathic effect; DENV2-infected cells, cytopathic effect rescue, plate reader; CPE inhibition, % at 9.99 µM; hit rate 1.7% among 350,000; in the data active = CPE inhibition above about 20%, passing the limit was not always enough; inconclusive = no clear call, values can overlap the other calls; tested in BHK-21 cells;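 note: 0% = median of neutral control wells and 100% = median of positive control wells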
EWS-Fli block: blocks EWS/Fli oncoprotein-driven transcription; A673 NR0B1-luciferase reporter, viability-normalised; inhibition, % at 12.6 µM; hit rate 0.67% among 350,000; AID 651661;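 active = mean inhibition of at least 50% after viability correction, with every replicate also passing that limit; inconclusive = mean reaches 50% but only one of two replicates passes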;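 note: firefly luciferase signal divided by Alamar Blue viability fluorescence both relative to DMSO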
Casp6 inh: inhibitors of human caspase-6; inhibition, % at 12.5 µM; purified caspase-6, Z-VEID-R110 cleavage fluorescence; hit rate 0.53% among 350,000; P55212;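 active = mean inhibition across replicates at least about 35%, with every replicate also reaching that limit, limit read from the data; inconclusive = only one of the two criteria met; inactive = neither criterion met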;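 note: 0% = median of neutral control wells and 100% = no fluorescence left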
Target sequence (P55212 24-179 limits assumed): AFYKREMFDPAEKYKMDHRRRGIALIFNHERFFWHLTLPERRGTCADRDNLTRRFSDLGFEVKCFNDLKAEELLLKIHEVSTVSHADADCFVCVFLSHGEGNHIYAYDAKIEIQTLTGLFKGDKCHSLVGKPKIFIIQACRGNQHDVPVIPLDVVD
Target sequence (P55212 194-293 limits assumed): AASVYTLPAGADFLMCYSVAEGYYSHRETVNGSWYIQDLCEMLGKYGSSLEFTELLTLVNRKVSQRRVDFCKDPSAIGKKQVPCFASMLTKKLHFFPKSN
ARNT-TACC3 inh: disrupts binding between human ARNT and TACC3 | AlphaScreen His-ARNT PAS-B/GST-TACC3 binding, luminescence; TACC3 fragment carries E629A point mutation | inhibition, % at 9.99 µM | hit rate 0.66% among 390,000 | AID 623870;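 active = mean inhibition of replicates at least 50% and at least half of replicates each reaching 50%; inconclusive = half or more replicates reach 50% but mean below 50%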;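 note: 0% = complete ARNT plus TACC3 wells and 100% = ARNT alone without TACC3; many hits fall short of the cut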
SIRT5 inh: blocks human SIRT5 desuccinylation of peptide; Purified SirT5, succinyl-peptide AMC, trypsin-coupled fluorescence; inhibition, % at 15 µM; hit rate 1.1% among 330,000; in the data active = inhibition above about 15%; inconclusive = no clear call, values can overlap the other calls
Target sequence (Q9NXA8 whole entry, looked up): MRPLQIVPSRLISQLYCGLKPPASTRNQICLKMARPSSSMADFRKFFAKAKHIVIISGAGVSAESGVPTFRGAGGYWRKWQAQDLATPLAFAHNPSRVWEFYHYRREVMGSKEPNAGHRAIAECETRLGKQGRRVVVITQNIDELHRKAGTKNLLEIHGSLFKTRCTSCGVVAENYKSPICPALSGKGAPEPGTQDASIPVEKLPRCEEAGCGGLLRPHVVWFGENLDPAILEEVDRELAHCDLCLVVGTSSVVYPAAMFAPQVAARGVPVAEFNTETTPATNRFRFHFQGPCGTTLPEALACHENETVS
LGR2 inh: inhibitors of bursicon-induced Drosophila LGR2 receptor cAMP signaling; HEK293 LGR2, CRE-luciferase, bursicon-stimulated, 4 h; inhibition, % at 9.99 µM; hit rate 0.35% among 380,000;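 active = drop in luminescence signal, shown as inhibition above about 50% in the replicate tests, limit read from the data, passing the limit was not always enough; inconclusive = probably only some replicates passing the limit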;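 note: agonist challenge used bursicon conditioned medium at about half maximal strength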
PAX8 reporter: PAX8 transcriptional activity inhibition. RMG-I TPO-luciferase reporter, SteadyGlo, 24 h. inhibition, % at 12.6 µM. hit rate 1.2% among 360,000. AID 652154;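 active = mean replicate inhibition at least 60% with every replicate also reaching 60%; inconclusive = only one of the two criteria is met; inactive = mean below 60% and not all replicates reaching 60%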;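 note: luciferase light reporting Pax8 driven TPO promoter activity; plate controls were median of neutral control wells for no effect and mitoxantrone controls for full effect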
Numbers without * were called inactive; ? = inconclusive; nt = no result given.

Fields – DENV2 CPE rescue	EWS-Fli block	Casp6 inh	ARNT-TACC3 inh	SIRT5 inh	LGR2 inh	PAX8 reporter
CN1CCN(C(=O)CSc2nc3ccc(NC(=O)c4ccccc4F)cc3s2)CC1
 : 3	-48	-5	-3	0	3	-48
COc1cccc(CCc2nc3ccccc3c(=O)n2N)c1
 : 2	-36	-1	2	0	-15	-11
COc1ccc(CCNCC(O)c2ccccc2)cc1 (stereo not given)
 : 1	5	0	-8	-6	9	8
C[C@@H]1CCCCO[C@H](CN(C)C(=O)Nc2ccccc2)[C@H](C)CN([C@@H](C)CO)C(=O)c2cc(NS(=O)(=O)c3cccs3)ccc2O1
 : -6	-1	-1	0	-3	6	17
O=C(CCl)c1cc2c3c(c1)CC(=O)N3CCC2
 : ?	16	10	2	3	-2	-20
O=C1/C(=C/c2cccs2)SC(=S)N1CCCC(=O)N(CCO)c1ccccc1
 : -4	4	1	8	-2	15	32
OC[C@H]1[C@@H](c2ccccc2)C2(CN(CC3CC3)C2)N1Cc1nccs1
 : 10	-8	-3	nt	0	-6	2
COc1ccc(N2CCN(C(CNC(=O)OCc3ccccc3)c3ccco3)CC2)cc1 (stereo not given)
 : 2	-12	0	3	-2	-3	27
NS(=O)(=O)c1ccc(-c2cccc(/C=C3\SC(=O)NC3=O)c2)cc1
 : 7	-6	9	-5	3	19	-3
O=C(c1cc2ccccc2o1)N1CCC(N2CCC(C(=O)N3CCCC3)CC2)CC1
 : 1	-1	-8	-28	7	-23	-24
CCCn1c(N)c(C(=O)CSc2nc3ccccc3c(=O)n2-c2ccc(OC)cc2)c(=O)[nH]c1=O
 : -2	0	-3	0	7	1	-5
CCC(=O)c1ccc(OCC(=O)NCc2ccccc2CN2CCCC2)cc1
 : ?	0	7	5	-5	-1	8
Cc1ccc(S(=O)(=O)N[C@H]2C=C[C@@H](CC(=O)NCCN3CCCCC3)O[C@H]2CO)cc1
 : 0	-7	-17	0	0	5	5
C/C(=N\NC(=S)Nc1cccc(C)c1)c1cc2ccccc2o1
 : 6	14	-2	19	nt	-19	-5
Cc1cccc(NC(=O)c2ccccc2SCc2ccc(F)cc2)n1
 : -2	2	-2	nt	0	-4	9
Cc1cc(N2CCN(C)CC2)nc(-c2ccccc2O)n1
 : 10	-1	-2	-3	-3	-5	2
CCC(C(=O)OCC(=O)NC(=O)c1ccccc1OC)c1ccccc1 (stereo not given)
 : 7	12	0	-3	0	4	nt
CC(C)(C)OC(=O)N1CCN(C(=O)c2[nH]c(C(F)(F)F)nc2-c2ccccc2)CC1
 : -6	0	-1	nt	-3	-25	3
CCC(=O)Nc1ccc2c(c1)OC[C@@H](C)N(C(C)=O)C[C@H](C)[C@H](OC)CN(C)C2=O
 : 27*	1	1	-5	-3	9	nt
Cc1ccccc1S(=O)(=O)N1[C@@H](C#N)[C@@H](c2ccc(C#CC3CCCC3)cc2)[C@@H]1CO
 : -27	-4	0	nt	3	8	nt
CC(C)(C)c1nnc(SCC(=O)Nc2ccc(N3CCCCC3)cc2)n1N
 : 3	-64	3	0	-3	-59	-103
N#Cc1ccc(C(=O)OCC(=O)Nc2ccc(N3CCOCC3)cc2)cc1
 : -3	-5	-2	-1	-2	-3	18
CCN1C(=NCCCCO)N[C@@H](c2cccc(C(F)(F)F)c2)C(C(=O)OC)=C1C
 : 33*	-6	nt	-11	nt	2	-5
O=C(C1CCCCC1)N1CC2(C1)[C@H](c1ccccc1)[C@H](CO)N2CCC(F)(F)F
 : 20	18	0	nt	4	-15	-14
Cc1nonc1CN(C)C(=O)CC1C(=O)NCCN1Cc1ccc(F)c(F)c1 (stereo not given)
 : 4	3	4	-2	-1	20	-8
CCOC(=O)C(C)Oc1cccc2c(=O)n(CC(=O)Nc3ccc(OCC)cc3)ccc12 (stereo not given)
 : 13	?	-2	-3	-4	16	6
CO[C@H](CN(C)C(=O)c1cnccn1)[C@@H](C)CN([C@H](C)CO)S(=O)(=O)c1ccc(F)cc1
 : -2	3	-1	-5	nt	1	nt
CCCCCN(C(=O)CCC(=O)OCCOc1ccc(OCC)cc1)c1c(N)n(CCCC)c(=O)[nH]c1=O
 : 0	5	1	-5	1	8	6
C[C@@H]1CN([C@@H](C)CO)C(=O)c2cc(NC(=O)Nc3ccc(F)cc3)ccc2O[C@@H](C)CCCCO[C@@H]1CN(C)C(=O)c1ccccc1
 : 7	0	2	7	4	2	7
CCc1ccc(NC(=O)C2CCN(S(=O)(=O)c3ccc4c(c3)NC(=O)C(C)S4)CC2)cc1 (stereo not given)
 : ?	nt	1	-4	-1	6	38

(listing goes on)
Fields – DENV2 CPE rescue	EWS-Fli block	Casp6 inh	ARNT-TACC3 inh	SIRT5 inh	LGR2 inh	PAX8 reporter
C[C@H](CO)N1C[C@H](C)[C@@H](CN(C)Cc2ccncc2)Oc2c(NC(=O)Nc3ccc4c(c3)OCO4)cccc2C1=O
 : 8	-21	2	2	-2	-11	-60
COc1ccc(NC(=O)C2CCC(CNC(=O)[C@@H]3Cc4ccccc4CN3)CC2)cc1 (stereo not given in full)
 : 3	4	3	-4	-2	-8	9
C[C@H]1CN([C@@H](C)CO)C(=O)c2cccc(NC(=O)CCCCCC(=O)Nc3ccccc3N)c2O[C@H]1CN(C)Cc1ccncc1
 : -12	4	-4	nt	-5	-1	-1
Cc1noc(C)c1NC(=O)N[C@H]1C=C[C@H](CC(=O)NCc2ccc(Cl)c(Cl)c2)O[C@H]1CO
 : -2	-1	1	-10	nt	0	4
Cc1ccc(N2CC(C(=O)Nc3ccccc3OC(F)F)CC2=O)cc1 (stereo not given)
 : 1	-5	1	-2	-2	-2	-4
Cn1cc(C(N)=O)c2ccccc21
 : -3	-5	-4	5	2	1	nt
Cc1cccc(C(=O)Nc2ccc(C(=O)c3ccccc3)cc2)c1
 : -9	-28	-2	nt	-1	nt	-10
CC(=O)c1cccc(NC(=O)c2ccc3c(c2)CCN3S(=O)(=O)c2ccccc2)c1
 : -9	13	-1	9	-2	3	3
COc1cccc(NC(=O)N[C@H]2C=C[C@H](CC(=O)N3CCCCC3)O[C@H]2CO)c1
 : -1	-3	1	-5	-5	-6	-28
CC(C)NC(=O)Nc1ccc2c(c1)C(=O)N([C@H](C)CO)C[C@H](C)[C@H](CN(C)S(=O)(=O)c1ccccc1)O2
 : -5	-1	-2	-5	-2	3	-5
Cc1nnc2ccc(-c3cccc(NS(=O)(=O)c4ccccc4[N+](=O)[O-])c3)nn12
 : -5	-4	-3	0	-2	11	17
CCCC(O)C#Cc1cnc2c(c1)C(=O)N([C@H](C)CO)C[C@H](C)[C@H](CN(C)S(=O)(=O)c1cccc(F)c1)O2 (stereo not given in full)
 : 2	0	0	5	-1	18	nt
CN1[C@H](C(=O)N2CCc3ccccc3C2)[C@@H](CO)[C@@H]2Cn3c(ccc(-c4ccccc4)c3=O)[C@@H]21
 : 1	18	nt	-5	-1	3	68*
C[C@@H]1CN([C@@H](C)CO)C(=O)Cc2cc(NC(=O)CCC(F)(F)F)ccc2O[C@H]1CN(C)S(=O)(=O)c1ccc(Cl)cc1
 : ?	-4	-2	4	0	18	18
CN(Cc1cccs1)C(=O)C1CC(=O)N(Cc2ccccc2)C1 (stereo not given)
 : -5	-2	-91	3	0	-3	-17
O=C(CN1CCN(S(=O)(=O)N2CCOCC2)CC1)Nc1cc(Cl)ccc1Cl
 : -6	8	0	0	-6	-11	4
CCn1c(/C=C/c2ccccc2[N+](=O)[O-])nc2ccccc2c1=O
 : 0	-8	0	nt	-2	-14	-19
O=C(CCNC(=O)c1ccc([N+](=O)[O-])cc1)NC1CCCCCC1
 : -2	-19	2	1	-3	-23	-33
CN1CCN(C(=S)Nc2cccc(Cl)c2)CC1
 : nt	nt	nt	-3	nt	-3	-21
CC(=O)Nc1ccc(-c2csc(Nc3ccccn3)n2)cc1
 : -4	-183	4	-7	-1	-62	-56
CCOC(=O)c1c(NC(=O)Cn2nc(C(=O)O)c3ccccc3c2=O)sc2c1CCC(C)C2 (stereo not given)
 : 11	-2	-1	-41	1	-20	-2
CC1(NC(=O)NCCCCCCNC(=O)NC2(C)CCS(=O)(=O)C2)CCS(=O)(=O)C1 (stereo not given)
 : -6	3	-1	-4	-3	-3	-4
CCn1c(SCC(=O)Nc2ccc(OC)c(OC)c2)nnc1-c1c[nH]c2ccccc12
 : 1	1	0	0	5	-12	12
CN1C(=O)c2cc(NC(=O)NCc3ccccc3)ccc2OC[C@H]2O[C@@H](CC(=O)NCC3CCCCC3)CC[C@@H]21
 : ?	-8	-4	-6	-2	1	23
NS(=O)(=O)c1ccc(-c2ccc(C=O)o2)cc1
 : -1	-1	7	nt	2	1	-15
CCc1ccc(NC(=S)N(CCN2CCOCC2)Cc2ccccc2F)cc1
 : 0	11	-3	5	nt	16	-20
Cn1ccc2c(-c3ccc(F)nc3)cc3c(c21)C1CCC3O1 (stereo not given)
 : -2	4	2	nt	1	-2	-4
COc1ccc(NC(=O)OCC(C)C)cc1OC
 : 5	-23	-1	nt	1	-14	nt
O=C(C[C@@H]1CC[C@H]2[C@@H](COC[C@@H](O)CN2S(=O)(=O)c2cccc(F)c2)O1)Nc1ccc(-c2ccccc2)cc1
 : -7	-65	0	10	8	19	0
Cc1cc(C(=O)N2CCCC(C(=O)c3cc(F)ccc3F)C2)c(C)o1 (stereo not given)
 : 7	2	0	-1	-6	-8	7

More records
Fields – DENV2 CPE rescue	EWS-Fli block	Casp6 inh	ARNT-TACC3 inh	SIRT5 inh	LGR2 inh	PAX8 reporter
CNC(=O)C[C@@H]1CC[C@@H]2[C@H](COc3ccc(NS(=O)(=O)c4ccc(F)cc4)cc3C(=O)N2C)O1
 : 3	-8	nt	2	nt	4	-9
Cc1ccc(S(=O)(=O)N(C)C[C@H]2Oc3c(NC(=O)c4cc(C)nn4C)cccc3C(=O)N([C@H](C)CO)C[C@H]2C)cc1
 : -2	1	nt	nt	1	-2	-49
Nc1ccc(CSc2ccc(Cl)cc2)cc1
 : 12	-9	-1	2	0	-27	-42
COC(=O)[C@@]1(Cc2ccc(OC)cc2)[C@H]2c3cc(C(=O)N4CCCC4)n(Cc4ccccc4)c3C[C@H]2CN1C(=O)c1ccccc1
 : -7	-2	4	nt	nt	-7	17
O=C(COC(=O)COc1ccccc1)NCc1ccco1
 : ?	2	6	-17	-1	-3	1
CCN1[C@H](C(=O)NCCN2CCCCC2)[C@@H](CO)[C@@H]2Cn3c(ccc(-c4ccc(OC)cc4)c3=O)[C@@H]21
 : 13	2	-2	6	-8	1	nt
CC(=O)c1ccc(N(CC(=O)NC2CCCCC2)C(=O)CNC(=O)c2cccs2)cc1
 : 7	5	-4	-7	-1	6	-93
Cc1noc(C)c1NC(=O)N(C)C[C@H]1OCCCC[C@H](C)Oc2ccc(NC(=O)CCC(F)(F)F)cc2C(=O)N([C@H](C)CO)C[C@@H]1C
 : -5	-8	-3	-3	-1	-4	-16
C[C@@H]1CCCCO[C@H](CN(C)S(=O)(=O)c2cn(C)cn2)[C@@H](C)CN([C@H](C)CO)C(=O)c2cc(NC(=O)Nc3ccc4c(c3)OCO4)ccc2O1
 : -2	8	0	0	-15	-22	nt
C/C(=N\NC(=O)CSCc1ccc([N+](=O)[O-])cc1)c1cccc(Br)c1
 : 2	-4	-1	-5	-2	-2	11
CCc1ccc(NC(=S)N(CCCN2CCOCC2)Cc2ccccn2)cc1
 : nt	nt	nt	-2	nt	8	-5
CC(C)(O)CN(CCCNC(=S)Nc1ccccc1)C(=S)Nc1ccccc1
 : -7	0	1	-7	1	16	5
O=C1CNC(=O)/C1=C\N1CCCCC1
 : 2	9	0	-4	10	15	nt
CCCCS(=O)(=O)N1C2=NC(C(=O)OCC)=C(C(=O)OCC)C3N(Cc4ccc(C#N)cc4)c4ccccc4[C@]23C[C@H]1C(=O)OC (stereo not given in full)
 : 16	-1	1	nt	nt	1	3
CC(=O)N1c2ccc(S(=O)(=O)NCC3CCC(C(=O)NC4CCCCC4C)CC3)cc2CC1C (stereo not given)
 : -2	16	0	-4	0	4	-3
O=C(Nc1ccc(F)cc1)N[C@H]1CC[C@@H](CCNC(=O)c2cc(Cl)cc(Cl)c2)O[C@@H]1CO
 : -2	6	-1	-9	2	4	11
